PAFAH1B3 FP inh: PAFAH1B3 enzyme inhibitors, primary screen, biochemical, fluorescence polarization, human; recombinant PAFAH1B3, FP-rhodamine probe; inhibition, % at 3.39 µM; actives 0.28% (n = 340,000); AID 492972, 2010;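 active means inhibition above the screen-wide average of all tested compounds plus 3 SD, cut at about 25% in these data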;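 further: 0% = enzyme with DMSO only and 100% = wells lacking PAFAH1B3 protein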
Target sequence (Q15102 whole entry, looked up): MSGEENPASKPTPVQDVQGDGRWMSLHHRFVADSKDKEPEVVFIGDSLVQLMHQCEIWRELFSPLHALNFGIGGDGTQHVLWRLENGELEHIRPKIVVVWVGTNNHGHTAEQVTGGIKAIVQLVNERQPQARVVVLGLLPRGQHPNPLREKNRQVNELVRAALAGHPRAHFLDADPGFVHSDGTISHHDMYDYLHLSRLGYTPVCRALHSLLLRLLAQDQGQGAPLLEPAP
LYPLA2 counter: LYPLA2 inhibitors, primary screen, counter-screen for PME1 inhibitor project, biochemical, fluorescence polarization, FP-Rh probe ABPP; actives 0.38% (n = 320,000); inhibition, % at 5.9 µM; Acyl-protein thioesterase 2 (Homo sapiens), O95372; recombinant LYPLA2; AID 2177, 2009;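 active means inhibition above the screen-wide mean plus 3 SD, limit set per campaign, cut at about 26% in these data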;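 further: 0% = LYPLA2 with DMSO and 100% = wells lacking LYPLA2 enzyme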
Target sequence (O95372 whole entry, looked up): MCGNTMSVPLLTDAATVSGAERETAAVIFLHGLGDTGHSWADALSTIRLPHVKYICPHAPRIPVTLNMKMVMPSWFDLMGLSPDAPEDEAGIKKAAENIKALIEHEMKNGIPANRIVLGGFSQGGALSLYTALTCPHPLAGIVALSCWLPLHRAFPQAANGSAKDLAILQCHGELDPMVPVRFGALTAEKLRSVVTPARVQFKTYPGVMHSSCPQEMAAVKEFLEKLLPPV
ZTA counter: ZTA (EBV) inhibition in EBNA-1 counter-screen | P03206 | AID 2234 | inhibition, % at 11 µM | ZTA-DNA binding, fluorescence polarization | actives 0.15% (n = 320,000); in the data active means inhibition above about 33%
Target sequence (P03206 whole entry, looked up): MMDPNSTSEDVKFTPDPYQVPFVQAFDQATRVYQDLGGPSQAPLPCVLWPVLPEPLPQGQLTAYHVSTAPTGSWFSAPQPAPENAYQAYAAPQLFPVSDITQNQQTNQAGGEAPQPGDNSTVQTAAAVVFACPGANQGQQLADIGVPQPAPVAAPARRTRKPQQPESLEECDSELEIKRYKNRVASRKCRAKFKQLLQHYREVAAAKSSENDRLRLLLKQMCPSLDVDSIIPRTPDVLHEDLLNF
PREPL inhibitor: PREPL enzyme inhibitors, primary screen, biochemical, fluorescence polarization. recombinant PREPL, fluorescence polarization activity-based probe. actives 0.68% (n = 320,000). inhibition, % at 5.96 µM. AID 2751, 2010. Prolyl endopeptidase-like (Homo sapiens), Q4J6C6; in the data active means inhibition above about 43%;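 further: 0% = enzyme with DMSO and 100% = wells lacking enzyme; many of its hits are not listed in these tables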
LYPLA1 inh: LYPLA1 inhibitors, primary screen, counter-screen for PME1 inhibitor project, biochemical, fluorescence polarization, FP-Rh probe ABPP. recombinant LYPLA1. inhibition, % at 5.9 µM. actives 0.16% (n = 320,000);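 active means inhibition above the mean of all tested compounds plus 3 SD, set per campaign, cut at about 14% in these data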;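 further: inhibitors block serine hydrolase probe labeling of LYPLA1 so polarization falls; 0% = enzyme with DMSO and 100% = wells lacking LYPLA1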
GSTO1 counter: inhibitors of recombinant GSTO1, primary screen, counter-screen for RBBP9 inhibitor project, biochemical, fluorescence polarization. Glutathione S-transferase omega-1 (Homo sapiens), P78417. activity-based probe fluorescence polarization. inhibition, % at 5.96 µM. actives 1.1% (n = 300,000);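 active means inhibition above the campaign mean inhibition plus 3 SD, cut at about 35% in these data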;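 further: 0% = GSTO1-1 with DMSO and 100% = wells lacking GSTO1-1 enzyme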
EBNA-1 inhibitor: EBNA-1 DNA-binding inhibitors, primary screen, biochemical, fluorescence polarization; inhibition, % at 14.8 µM; actives 0.34% (n = 300,000); AID 1950, 2009; in the data active means inhibition above about 28%
PAD4 inh: human PAD4 inhibitors, primary screen, biochemical, fluorescence polarization, 1536-well format | recombinant PAD4, RCA probe fluorescence polarization | inhibition, % at 6.36 µM | actives 0.41% (n = 330,000);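 active means percent inhibition above a cutoff equal to the mean of all tested compounds plus 3 SD, cut at about 15% in these data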;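 further: 0% = PAD4 with RCA probe and DMSO and 100% = probe without PAD4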
PAFAH2 FP inh: PAFAH2 enzyme inhibitors, primary screen, biochemical, fluorescence polarization, human; actives 0.99% (n = 340,000); inhibition, % at 3.39 µM; Platelet-activating factor acetylhydrolase 2, cytoplasmic (Homo sapiens), Q99487; recombinant PAFAH2, FP-rhodamine activity probe; AID 492956, 2010;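 active means inhibition above the mean over all tested compounds plus 3 SD, cut at about 30% in these data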;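 further: inhibitors block probe labeling of enzyme so polarization drops; 0% = enzyme with DMSO and 100% = wells lacking PAFAH2 protein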
Numbers without * were called inactive; x = no result given.

The line under a structure holds: PAFAH1B3 FP inh	LYPLA2 counter	ZTA counter	PREPL inhibitor	LYPLA1 inh	GSTO1 counter	EBNA-1 inhibitor	PAD4 inh	PAFAH2 FP inh
Cc1nn(-c2ccccc2)c(Cl)c1C(=O)Nc1nnc(C2CCCC2)s1
    3	5	-5	-4	2	-7	-4	3	-4
CCC(Sc1nncn1C)C(=O)Nc1nnc(-c2ccccc2Cl)s1 (configuration not stated)
    6	4	3	11	1	2	7	-1	-4
CCc1noc(C)c1C(=O)N(CC)CC(=O)Nc1ccccc1C(F)(F)F
    2	2	4	-3	-2	1	-9	-4	3
Cc1ccc(-c2nnc(N3CCN(C(=O)CSc4ncn[nH]4)CC3)c3ccccc23)cc1
    3	7	7	2	2	0	9	5	-1
COC(=O)c1cccc(Oc2nc3c(c(=O)n(C)c(=O)n3C)n2C(C)C)c1
    -4	1	3	14	-3	6	-7	0	2
COc1ccc(C(=O)CSc2nnc(-c3ccccn3)n2Cc2ccco2)cc1
    -4	2	-8	-9	-1	-10	-7	-3	4
CC(C)(CNC(=O)c1cccc(F)c1)CNC(=O)c1cccc(F)c1
    5	-3	6	1	0	2	-8	-3	7
Cc1ccc(Nc2nc(-c3c(C)n(C)n(-c4ccccc4)c3=O)c(C)s2)cc1
    3	8	30	12	-1	-1	14	-4	21
CC(=O)c1ccc([N+](=O)[O-])c(CS(=O)(=O)c2ccccc2)c1
    11	6	-12	14	0	1	5	-3	-6
COc1ccc(-c2cc(C(=O)Nc3c(Cl)cc(Cl)cc3Cl)c3ccccc3n2)cc1OC
    -17	2	-11	-4	2	-5	6	-3	-35
c1ccc(-c2nc3ccccc3c3nc4ccccc4n23)cc1
    -5	4	-6	-5	1	1	3	-2	3
CCOc1ccccc1NC(=O)c1cccc(NC2=NC3CS(=O)(=O)CC3S2)c1 (configuration not stated)
    3	0	-5	14	0	-3	8	-3	8
Cc1nc2sc(C(c3ccco3)N3CCN(C(c4ccccc4)c4ccccc4)CC3)c(O)n2n1 (configuration not stated)
    -3	4	-2	8	-2	2	2	-1	8
COc1ccc(C(C(=O)NC2CCCC2)N(Cc2ccc(F)cc2)C(=O)c2ccn[nH]2)cc1OC (configuration not stated)
    4	1	0	-4	-2	4	0	1	9
Cc1ccc(C)c(NC(=O)[C@@H]2CCCN2S(=O)(=O)c2ccccc2F)c1
    -4	-5	4	2	3	x	x	6	-2
Cc1ccc(NS(=O)(=O)c2ccc(C(=O)OCC(=O)NCC3CCCO3)cc2)cc1 (configuration not stated)
    1	2	1	3	0	11	-2	-4	9
O=Cc1ccccc1-c1cn(CCCOCc2ccccc2)nn1
    1	-1	-12	1	-2	3	2	-2	2
Cc1ccc(C)c(-c2csc(NC(=O)c3cnccn3)n2)c1
    -2	-3	6	11	1	3	-7	-2	-5
CCN1C2=NCCCN2c2cc(C)c(C)cc21
    -1	-9	2	11	-1	-4	-5	-1	0
COCCn1c(N)c(N(Cc2ccccc2)C(=O)CSCC(=O)Nc2ccc(C)cc2)c(=O)[nH]c1=O
    9	-2	8	13	-1	18	-4	0	-1
CC(C)CNCC(=O)N1c2ccccc2Sc2ccccc21
    3	0	14	-7	-1	-2	-5	2	2
c1ccc2oc(-c3[nH]ncc3CN3CCSCC3)cc2c1
    4	-2	-1	5	3	0	3	-3	4
COc1ccc(CSCC(=O)Nc2ccccc2SC)cc1
    1	2	-9	0	-3	4	-1	11	-7
O=C(CN1CCCc2ccccc21)Nc1cc(S(=O)(=O)N2CCCC2)ccc1Cl
    4	-1	8	13	-1	x	x	-7	0
Cc1ccc(S(=O)(=O)N2CCN(C(=O)C(C)Cn3nc(C)c(C)c3C)CC2)cc1C (configuration not stated)
    2	6	-2	42	4	-1	7	-2	-11
CCN(CC)CCNC(=S)NC(=O)c1cn(-c2ccccc2)nc1-c1ccc(OC)cc1
    -3	-7	-6	0	-8	5	-10	-1	-6
COc1ccc(CCNC(=O)COC(=O)c2cc(=O)[nH]c3ccccc23)cc1
    11	x	x	7	x	x	x	2	-2
CC[C@@]12C(=O)N(c3ccc(C)cc3)C(=O)N1[C@H](c1ccc(OC)cc1)[C@@H]1C(=O)N(C(C)(C)C)C(=O)[C@@H]12
    1	-3	13	-2	-1	-7	5	0	3
N#Cc1c(Nc2ccccc2)sc(C(=O)C2CC2)c1N
    6	1	8	18	4	2	2	2	1
COCCCN(C(=O)CCOc1ccccc1C)c1c(N)n(Cc2ccccc2)c(=O)[nH]c1=O
    -1	5	-20	-1	2	-8	-4	3	-3
O=C(/C=C/c1cccs1)N1CCN(c2ccc(O)cc2)CC1
    7	1	-12	11	4	17	-14	-5	1
CN(C)/C=C(/C(=O)c1ccc(Cl)cc1Cl)S(=O)(=O)c1ccc(Cl)cc1
    2	0	-1	-5	1	-8	-7	-2	7
Fc1ccccc1Cn1cc(C(=S)N2CCOCC2)c2ccccc21
    4	-6	2	32	-1	8	1	-3	6
Cc1cc(N2CCC(C)CC2)n2ncc(-c3ccccc3)c2n1
    2	4	-14	10	2	9	-3	-4	-5
CCOC(=O)CNC(=O)CSc1ncccc1-c1nc2ccccc2[nH]1
    -4	-1	-1	-2	0	3	-4	2	2
CC(NC(=O)Nc1ccccc1)C(c1cccs1)N1CCOCC1 (configuration not stated)
    0	2	-19	17	1	6	-8	1	0
Cc1nc(NC(=O)c2ccc(Br)s2)sc1C(=O)N(C)C
    4	-2	-4	-4	-2	-4	-4	1	9
CN(C)CCN(Cc1ccco1)S(=O)(=O)c1ccc(-c2ccc(=O)[nH]n2)s1
    0	2	-7	4	2	-3	-10	2	-5
Cc1c(C)c2ccc(OS(C)(=O)=O)c(C)c2oc1=O
    -5	-1	15	-2	2	-1	10	0	6
O=C(COC(=O)c1cc(=O)c2ccccc2o1)NC1CCCC1
    -3	7	-9	7	-3	2	-6	2	8

Three of the compounds above, with bars between the fields:
Compound | PAFAH1B3 FP inh | LYPLA2 counter | ZTA counter | PREPL inhibitor | LYPLA1 inh | GSTO1 counter | EBNA-1 inhibitor | PAD4 inh | PAFAH2 FP inh
O=C(CN1CCCc2ccccc21)Nc1cc(S(=O)(=O)N2CCCC2)ccc1Cl | 4 | -1 | 8 | 13 | -1 | x | x | -7 | 0
CC(NC(=O)Nc1ccccc1)C(c1cccs1)N1CCOCC1 (configuration not stated) | 0 | 2 | -19 | 17 | 1 | 6 | -8 | 1 | 0
COCCCN(C(=O)CCOc1ccccc1C)c1c(N)n(Cc2ccccc2)c(=O)[nH]c1=O | -1 | 5 | -20 | -1 | 2 | -8 | -4 | 3 | -3

The list goes on:
The line under a structure holds: PAFAH1B3 FP inh	LYPLA2 counter	ZTA counter	PREPL inhibitor	LYPLA1 inh	GSTO1 counter	EBNA-1 inhibitor	PAD4 inh	PAFAH2 FP inh
Cc1ccc(S(=O)(=O)/N=C2/NC(=O)/C(=C/c3cccnc3)S2)cc1
    1	1	16	0	2	-24	5	1	-4
Cc1ccc(S(=O)(=O)N2CCN(C(=O)c3ccccc3)CC2)c(C)c1NS(C)(=O)=O
    3	12	-4	-1	2	3	10	-6	-3
CC(C)CCn1c(N2CCN(c3cccc(Cl)c3)CC2)nc2c1c(=O)[nH]c(=O)n2C
    9	-4	4	41	1	3	-6	-2	0
CC(OC(=O)c1cc2sccc2n1C)C(=O)NCc1ccc(F)cc1 (configuration not stated)
    -4	-5	9	-6	-7	-1	7	1	-1
COc1ccccc1C1NC(=O)NC(C)=C1C(=O)OCc1ccccc1 (configuration not stated)
    8	1	11	-3	2	-15	4	-5	0
Cn1c(=O)cc(SCC(=O)N2CCCC2)c2ccccc21
    2	-4	14	3	-6	2	-4	-1	4
O=C(Cc1cccc2ccccc12)NN1C(=O)CSC1=S
    2	-7	-7	-5	-5	4	3	-14	8
O=C(O)CCC(=O)N1CCN(c2ccc(C(=O)c3ccc(F)cc3)cc2)CC1
    7	18	-3	-4	2	3	0	5	1
CN1C(C(=O)NCc2ccc(OC(F)(F)F)cc2)CC2Cn3c(nc4cc5ccccc5cc43)C21 (configuration not stated)
    8	-6	0	6	1	-2	-1	-3	4
CC1(C)CC(=O)C=C(NC2CCCCC2)C1
    4	3	0	-3	-2	2	-2	0	5
CC(C)C1(CCNC(=O)c2cccs2)CCOC(C)(C)C1 (configuration not stated)
    6	-7	14	-3	1	12	10	0	4

Rewritten with each value named: part of the list above
> O=C(Cc1cccc2ccccc12)NN1C(=O)CSC1=S
- PAFAH1B3 FP inh: 2
- LYPLA2 counter: -7
- ZTA counter: -7
- PREPL inhibitor: -5
- LYPLA1 inh: -5
- GSTO1 counter: 4
- EBNA-1 inhibitor: 3
- PAD4 inh: -14
- PAFAH2 FP inh: 8
> CC(OC(=O)c1cc2sccc2n1C)C(=O)NCc1ccc(F)cc1 (configuration not stated)
- PAFAH1B3 FP inh: -4
- LYPLA2 counter: -5
- ZTA counter: 9
- PREPL inhibitor: -6
- LYPLA1 inh: -7
- GSTO1 counter: -1
- EBNA-1 inhibitor: 7
- PAD4 inh: 1
- PAFAH2 FP inh: -1

Bioassay records (PubChem BioAssay)

A portion of the library (hit frequency here may not be typical).
